Casp6 inh = caspase-6 (human) enzyme inhibition; P55212; purified caspase-6, Z-VEID-R110 cleavage fluorescence; inhibition, % at 12.5 µM; actives 0.53% (n = 350,000);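 active means mean inhibition across replicates at least about 35%, with every replicate also reaching that limit, limit read from the data; inconclusive means only one of the two criteria met; inactive means neither criterion met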;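 further: 0% = median of neutral control wells and 100% = no fluorescence left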
Target sequence (P55212 24-179 limits assumed): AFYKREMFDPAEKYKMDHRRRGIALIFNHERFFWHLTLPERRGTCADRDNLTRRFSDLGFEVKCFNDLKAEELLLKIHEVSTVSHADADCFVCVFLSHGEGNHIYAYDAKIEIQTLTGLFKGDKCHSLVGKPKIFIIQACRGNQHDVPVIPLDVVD
Target sequence (P55212 194-293 limits assumed): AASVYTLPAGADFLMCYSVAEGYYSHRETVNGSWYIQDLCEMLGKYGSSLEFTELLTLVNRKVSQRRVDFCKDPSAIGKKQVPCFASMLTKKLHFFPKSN
PglD inh = PglD (C. jejuni) enzyme inhibition; inhibition, % at 12.5 µM; purified PglD enzyme, DTNB colorimetric CoA detection; actives 0.098% (n = 360,000); in the data active means inhibition above about 16%, passing the limit was not always enough; inconclusive means no clear call, values can overlap the other calls; further: strong numbers were not always called active
ERp5 inh = ERp5 (human) disulfide isomerase inhibition. Q15084. ERp5 insulin aggregation, absorbance 650 nm, 90 min. inhibition, % at 9.99 µM. actives 0.05% (n = 350,000). AID 651711;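 active means mean replicate inhibition above about 25%, with every replicate also reaching it, limit read from the data, passing the limit was not always enough; inconclusive means only one of those two criteria met; inactive means neither criterion met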
E-selectin induc = induces E-selectin expression in human endothelial cells. actives 0.37% (n = 260,000). HUVEC E-selectin immunofluorescence imaging; normalized: neutral wells 0, TNF-alpha wells 100. P16581. AID 686992. activation, % at 7.58 µM;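 active means mean E-selectin-positive cell signal at least 10% of the positive control, reached in at least 60% of replicates, without over 20% cell loss; inconclusive means no rule given, readout overlaps actives, possibly toxicity-flagged; inactive means the rest, including those meeting only one limit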;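 further: in these data hits start at about 27%; measured in HUVEC primary endothelial cells; signal is the percent of cells scored E-selectin positive by PE staining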
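assay system = HUVEC, human umbilical vein endothelial cells | input = 3,000 HUVEC seeded per well | medium = EGM-2 growth medium on 0.1% gelatin-coated wells | dosing = one compound dose added by pin transfer | signal = immunofluorescence imaging | read-out basis = % PE-positive cells | control set = TNF-alpha, DMSO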
ARNT-TACC3 inh = disrupts binding between human ARNT and TACC3; Q9Y6A5; AlphaScreen His-ARNT PAS-B/GST-TACC3 binding, luminescence; TACC3 fragment carries E629A point mutation; inhibition, % at 9.99 µM; actives 0.66% (n = 390,000); AID 623870;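 active means mean inhibition of replicates at least 50% and at least half of replicates each reaching 50%; inconclusive means half or more replicates reach 50% but mean below 50%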;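 further: 0% = complete ARNT plus TACC3 wells and 100% = ARNT alone without TACC3; many hits fall short of the cut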
RAD52 anneal inh = blocks human RAD52 DNA annealing. recombinant RAD52 DNA annealing, FRET fluorescence. inhibition, % at 18.7 µM. actives 0.46% (n = 360,000);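 active means every replicate showing at least 50% inhibition; inconclusive means mean inhibition at least 50% but not in every replicate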
esBAF inh = inhibitors of esBAF chromatin remodeling in mouse ES cells | Bmi1-luciferase knock-in reporter, 24 h; 100% = twice the neutral-well signal | reporter increase, % at 12.5 µM | actives 2% (n = 350,000); in the data active means activation above about 40%; inconclusive means no clear call, values can overlap the other calls;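 further: 0% = median of the plate's neutral control wells and 100% = double that signal; a rise in the Bmi1 reporter signal indicates esBAF inhibition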
RAD54 branch = RAD54 (human) branch migration inhibition; Q92698; RAD54 Holliday junction branch migration, FAM/BHQ fluorescence; inhibition, % at 10.4 µM; actives 0.14% (n = 360,000); AID 602329;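 active means mean normalized replicate activity at least 40 and at least half of replicates scoring 40 or more; inconclusive means only one of the two criteria met; inactive means mean below 40 and under half of replicates reaching 40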;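 further: 0% = median of neutral control wells and 100% = median of positive control wells; inhibitors cause a drop in the FAM fluorescence signal; in these data hits start at about 50%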
Target sequence (Q92698 whole entry, looked up): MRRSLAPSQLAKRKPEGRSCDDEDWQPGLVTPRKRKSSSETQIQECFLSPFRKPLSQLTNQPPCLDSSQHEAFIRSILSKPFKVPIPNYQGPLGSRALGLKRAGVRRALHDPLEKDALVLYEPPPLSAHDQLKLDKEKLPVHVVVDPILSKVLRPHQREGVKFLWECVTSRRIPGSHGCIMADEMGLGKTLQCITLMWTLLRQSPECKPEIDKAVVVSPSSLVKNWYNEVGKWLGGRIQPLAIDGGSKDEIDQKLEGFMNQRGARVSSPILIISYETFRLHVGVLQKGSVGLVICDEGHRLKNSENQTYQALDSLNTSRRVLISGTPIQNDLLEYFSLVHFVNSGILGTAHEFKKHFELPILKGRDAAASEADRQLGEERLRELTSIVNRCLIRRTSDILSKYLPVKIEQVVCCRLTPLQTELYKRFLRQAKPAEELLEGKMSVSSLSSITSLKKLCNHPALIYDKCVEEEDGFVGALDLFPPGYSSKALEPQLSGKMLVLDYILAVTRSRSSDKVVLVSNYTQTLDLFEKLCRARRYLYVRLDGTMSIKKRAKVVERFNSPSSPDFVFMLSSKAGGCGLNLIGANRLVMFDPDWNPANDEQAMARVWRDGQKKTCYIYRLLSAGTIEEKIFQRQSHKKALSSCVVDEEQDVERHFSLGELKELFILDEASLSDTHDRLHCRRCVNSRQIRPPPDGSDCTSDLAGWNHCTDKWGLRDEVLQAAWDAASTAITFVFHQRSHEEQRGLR
Starred values were filed as active, the others as inactive; ? = inconclusive; / = not tested or not shown; & = joins results of further samples.

Sample of the layout (2 entries):
SMILES	Casp6 inh	PglD inh	ERp5 inh	E-selectin induc	ARNT-TACC3 inh	RAD52 anneal inh	esBAF inh	RAD54 branch
CC1=CC(c2ccccc2)n2ncnc2N1 (centres undefined)	/	0	/	0.1	-9	/	/	-1
C=CCN1C(=O)C(CC(=O)Nc2ccc(OC)cc2)SC1=Nc1ccc(S(N)(=O)=O)cc1 (centres undefined)	0	/	5	-0.7	-5	-7	-10	/

The listing, previewed entries included:
SMILES	Casp6 inh	PglD inh	ERp5 inh	E-selectin induc	ARNT-TACC3 inh	RAD52 anneal inh	esBAF inh	RAD54 branch
CC1=CC(c2ccccc2)n2ncnc2N1 (centres undefined)	/	0	/	0.1	-9	/	/	-1
C=CCN1C(=O)C(CC(=O)Nc2ccc(OC)cc2)SC1=Nc1ccc(S(N)(=O)=O)cc1 (centres undefined)	0	/	5	-0.7	-5	-7	-10	/
COc1cc(CNC(C)(C)CO)cc(Br)c1OCc1ccc(Cl)cc1	/	2	/	/	4	/	-14	7
OCC1(CO)COC(c2ccccc2)=N1	8	/	3	/	-6	4	/	/
O=C1NC[C@H](CCCCN2CCN(CC3CCCCC3)C(=O)C2=O)N(CC2CCCCC2)C1=O	3	/	-1	2.0	/	-2	/	/
CC(CS(=O)(=O)c1ccc2c(c1)NC(=O)CS2)C(=O)N1CCN(c2cccc(Cl)c2)CC1 (centres undefined)	24	3	0	/	19	-34	-3	-8
CCCNc1nc2c(c(=O)[nH]c(=O)n2C)n1CCCc1ccccc1	/	0	/	/	-7	/	-8	15
O=C1CCCN1CCCNCC(O)c1ccccc1 (centres undefined)	-4	-4	2	0.2	3	-1	-1	-7
O=C(NC1CCCc2ccccc21)C1CCCO1 (centres undefined)	3	/	0	/	1	-16	/	/
O=C(NCc1ccccc1)C1=C[C@H](c2ccc3c(c2)OCO3)C[C@H](OCCCCO)O1	3&-1	1&-5	1&-8	-0.1	-5&-3	4&-36	-4	-1&2
O=C(COC(=O)CCS(=O)(=O)c1ccc(Cl)cc1)NCCc1ccccc1	1	-2	-1	/	2	-6	/	-5
CCOC(=O)Cn1nc(-c2ccccc2)c(-c2ccccc2)nc1=O	-1	0	-2	/	5	-8	10	3
Cc1ccccc1-c1cnc2c(c1)C(=O)N([C@@H](C)CO)C[C@@H](C)[C@@H](CN(C)Cc1ccccc1F)O2	2	0	0	-0.1	1	5	-2	2
Cc1ccc(OCc2nn3c(-c4ccco4)nnc3s2)cc1	/	1	/	/	1	/	1	-4
O=C(NCCc1ccc(C(F)(F)F)cc1)C1CCC(=O)N(CCc2cccc(F)c2)C1 (centres undefined)	-4	-2	-7	-1.6	0	-15	5	11
COc1ccc(OC)c(NC(=O)c2ccccc2OC(C)=O)c1	4	-4	-1	-0.1	2	-12	10	8
CCN(CC)S(=O)(=O)c1cccc(NC(=O)COc2ncnc3sccc23)c1	-3	/	-4	1.2	/	-20	/	/
C[C@H]1CN([C@@H](C)CO)C(=O)c2cc(-c3ccc(C#N)cc3)cnc2O[C@H]1CN(C)Cc1cccnc1	1	-1	-7	0.2	-3	9	2	1
Cc1ccccc1S(=O)(=O)Cc1ccc(C(=O)NC2CCCCC2C)o1 (centres undefined)	2	/	3	0.4	-4	-11	/	/
COCCNC(=S)Nc1cccc2cnccc12	-1	/	3	-1.4	-3	-7	2	/
C[C@@H]1CN([C@H](C)CO)C(=O)Cc2cc(NC(=O)Cc3cn(C)c4ccccc34)ccc2O[C@H]1CN(C)Cc1ccc(Cl)c(Cl)c1	0	6	-5	-5.5	/	-3	11	7
CC1(C(=O)Nc2ccccc2Br)CCN1C(=O)Cc1ccccc1Cl (centres undefined)	2	3	-3	-0.1	/	6	9	12
CN(C)CC#Cc1ccc([C@H]2[C@H](CO)N3CCCCN(C(=O)c4ccc5c(c4)OCO5)C[C@@H]23)cc1	-1	-21	0	0.1	2	23	-3	-8
Cc1ccccc1C(=O)NC(NC(=O)c1ccccc1C)c1cccc([N+](=O)[O-])c1	/	-9	/	7.6	-6	/	/	2
CCCNC(=O)N1CC2(CCN(S(=O)(=O)c3cccc(OC)c3)CC2)c2c(n(C)c3cc(OC)ccc23)[C@H]1CO	4	/	2	-0.7	/	-7	/	/
CC(=O)N[C@@H]1CC[C@@H](CCNC(=O)C2CCCCC2)O[C@H]1CO	1	/	0	-0.2	/	6	/	/
CCCN(C)C[C@@H]1Oc2cc(C#Cc3ccccc3F)ccc2S(=O)(=O)N([C@@H](C)CO)C[C@H]1C	3	-1	-1	4.8	0	7	-10	0
CN(C)CC(C)(C)CNC(C(=O)Nc1ccc(Cl)cc1C(F)(F)F)c1ccccc1 (centres undefined)	/	-9	-1	3.8	1	1	2	-9
Cc1ccc(C)c(-c2cc(C(=O)NCc3cccs3)c3ccccc3n2)c1	-2	3	0	/	-3	-12	-2	-1
O=C(CC1CC1)N1CC2(C1)[C@H](c1ccccc1)[C@H](CO)N2Cc1ccc(F)cc1	2	/	-2	-0.2	/	-14	/	/
CO[C@@H]1CN(C)C(=O)c2cc(NS(=O)(=O)c3cn(C)cn3)ccc2OC[C@@H](C)N(Cc2cccc(Cl)c2)C[C@H]1C	-2	-3	-4	-0.2	7	0	3	-1
CCCc1nnc(SCC(=O)N2CCCC2)n1Cc1ccco1	1	/	1	1.2	-5	-25	/	/
COc1ccc(-c2cc(C(=O)NCc3cccc(Cl)c3)[nH]n2)c(C)c1	5	-3	7	0.3	/	-25	5	-2
CNC(=S)N(CCc1c(C)[nH]c2ccccc12)Cc1cccnc1	0	-4	-6	0.4	5	-17	-7	0
CC(C)=C[C@H]1C[C@H](C)[C@H]2CC[C@H](C)c3c(O)c(O[C@H]4OC[C@H](O)[C@@H](O)[C@@H]4O)c(C)c1c32	3	4	-6	/	/	-24	14	-4
COc1ccc(S(=O)(=O)NC(=O)C2(C)CCN2C(=O)Cc2cc(F)ccc2F)cc1 (centres undefined)	1	5	-1	-0.1	/	11	0	1
C[C@H]1CN([C@@H](C)CO)C(=O)Cc2cc(NC(=O)Cc3ccccc3)ccc2O[C@H]1CN(C)C(=O)Nc1ccc(F)cc1	1	-3	4	-3.7	1	5	6	6
C/C(CC(=O)Nc1ccc([N+](=O)[O-])cc1)=N\NC(=O)c1ccccc1[N+](=O)[O-]	0	-2	1	-0.5	-3	-7	-2	-8
CN(C)c1ccc(C=c2c3ccccc3n3c2cc(-c2ccc(Cl)cc2)[n+]3C)cc1	-3	/	-3	122*	1	11	/	/
CCc1cccc(CC)c1-n1c(SCC(=O)c2c(N)n(C)c(=O)n(C)c2=O)nnc1-c1cccnc1	/	-8	/	/	-10	/	-4	-6
COC(=O)c1c(N)sc(C(C)=O)c1C	2	-2	-6	?	/	-15	-8	-8
Cc1ccccc1NC(=O)CSc1nnc(NC(=O)c2ccco2)s1	3	2	1	0.2	1	-9	-2	-8
NC(=O)c1c(NC(=O)C2COc3ccccc3O2)sc2c1CCN(Cc1ccccc1)C2 (centres undefined)	/	-1	6	/	-6	-315	9	-8
CC(C)CNC(=O)C(=O)NCC1OCCCN1S(=O)(=O)c1ccc2c(c1)OCCO2 (centres undefined)	-2	-4	7	0.5	-7	-10	4	-14
Cc1cccc(C)c1-n1nnnc1C1(C)CCC(=O)N1Cc1cccc(C(F)(F)F)c1 (centres undefined)	0	/	-3	-0.1	/	-11	/	/
CC1(C(=O)NS(=O)(=O)c2cccc(OC(F)F)c2)CCN1C(=O)Cc1cccs1 (centres undefined)	1	1	3	0.1	/	-18	0	20
Cc1ccsc1C(=O)NCCc1ccc(S(N)(=O)=O)cc1	/	7	-2	0.1	-23	-10	-4	-7
COc1ccc(CN(C)C[C@@H]2Oc3ccc(NC(=O)Nc4ccc5c(c4)OCO5)cc3CC(=O)N([C@H](C)CO)C[C@@H]2C)cc1	4	-3	-1	0.0	19	9	7	14
O=C(/C=C/c1ccc([N+](=O)[O-])cc1)NCc1ccc2c(c1)OCO2	1	/	7	/	-4	-2	/	/
COC(=O)c1ccc(NS(=O)(=O)NC(=O)c2c[nH]c3ccccc23)cc1	1	/	5	/	2	-12	3	/
O=C(Cc1c[nH]c2ccccc12)NCc1ccc(Cl)cc1	-1	-14	5	/	-4	-12	/	-8
C=CCNc1ncnc2ccc(Br)cc12	-1&-3	0&0&-4	8&-2	/	3&9&-1	7&16	-15	-13&-8&12
O=C1CCC(=O)N1CCC(=O)N(C(=O)NC1CCCCC1)C1CCCCC1	/	-4	-7	0.0	/	-4	-3	-4
CC(C)NC(=O)N(C)C[C@H]1Oc2c(cccc2N(C)C)C(=O)N([C@@H](C)CO)C[C@H]1C	4	3	1	2.1	-16	1	1	-2
CCNC(=O)C[C@H]1CC[C@H]2[C@@H](COC[C@@H](O)CN2S(=O)(=O)c2ccc(Oc3ccccc3)cc2)O1	1	2	4	-0.1	0	-7	-2	-2
COc1ccccc1NC(=O)CSc1ncc(CO)n1Cc1ccc(F)cc1	-3	-3	-2	/	7	-11	-11	4
Cc1sc2nc(CSc3nc4ccccc4s3)[nH]c(=O)c2c1C	4	/	1	-1.2	/	-57	/	/
COc1ccc(C(=O)NCCS(=O)(=O)N2CCC3(CC2)OCCO3)cc1	-3	1	1	-0.2	-5	-15	-3	1
CCC(C)NC(=O)C1CCN(C(=O)COc2ccc3c4c(c(=O)oc3c2C)CCCC4)CC1 (centres undefined)	2	-5	-1	/	-3	4	-3	2
O=C(C[C@@H]1C[C@H]2c3cc(NS(=O)(=O)c4ccc(F)cc4)ccc3O[C@H]2[C@@H](CO)O1)NCc1ccc(Oc2ccccc2)cc1	-1	2	6	/	1	-28	-23	14

Other structures:
SMILES	Casp6 inh	PglD inh	ERp5 inh	E-selectin induc	ARNT-TACC3 inh	RAD52 anneal inh	esBAF inh	RAD54 branch
CCc1ccc(NC(=O)COc2ccc(Br)cn2)cc1	2	2	14	2.7	-12	-3	-10	8
CC1CCCN(C(=O)C(C)Sc2nc(-c3ccccc3)cc(C(F)(F)F)n2)C1 (centres undefined)	/	-1	/	/	-1	/	-2	-8
CCC(O)CNC(=O)NC(=C(Cl)Cl)c1ccc(C)c(F)c1 (centres undefined)	-1	4	-10	-0.2	0	1	24	3
C[C@@H]1CN([C@@H](C)CO)C(=O)c2cc(NC(=O)c3ccccc3)ccc2O[C@@H](C)CCCCO[C@@H]1CN(C)S(=O)(=O)c1ccc(F)cc1	1&9	-1	4&-3	0.3	-10	-15&-52	7&2	-3
C[C@@H]1CN([C@@H](C)CO)C(=O)Cc2cc(NC(=O)C3CCCCC3)ccc2O[C@@H]1CN(C)S(=O)(=O)c1ccccc1	2	-1	-1	-0.3	-2	15	3	-4
Cc1cc2cc(CCNC(=O)CCCc3ccccc3)c(=O)[nH]c2cc1C	-3	-2	7	/	1	3	1	1
Cn1cccc1C(=S)N=P(C1CCCCC1)(N1CCOCC1)N1CCOCC1	/	-4	/	/	2	/	-1	-11
CCCCNC(=O)C1(NC(=O)Nc2ccccc2)CCCCC1	0	-4	7	0.7	2	-1	-2	-1
Oc1ccc(Oc2ccc3c(C(F)(F)F)cc(C(F)(F)F)nc3n2)cc1	/	-2	/	/	-6	/	-1	7
COc1ccc(N2CC(NS(=O)(=O)c3cccs3)CC2=O)cc1OC (centres undefined)	0	-3	0	0.0	-4	-7	-2	-5
COc1cc(C(=O)Nc2ccc(NC(=O)c3ccco3)nc2)cc(OC)c1OC	/	3	/	/	7	/	-5	0
CCc1ccc2c(c1)c1nnc(NN)nc1n2CC	-1	1	7	/	15	-12	-1	2
Cc1ccccc1Oc1ccc(S(=O)(=O)NCCC(=O)O)cc1	/	6	/	/	-4	/	-4	-17
